Her2 expr inh – inhibitors of Her2 protein expression, primary screen, SKBR-3 cells, AlphaScreen, 66K library; HER2 level % of control, % at 10 µM; hit rate 0.69% among 65,000; SKBR-3 HER2 protein level, 18-24 h; hits give low values;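 active = HER2 level under 5% of the carrier-only control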;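 also: 100% = DMSO carrier and 0% = 500 nM PU-H71 HSP90 inhibitor; lower value means stronger loss of Her2 protein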
JNK3 inh – JNK3 kinase activity inhibitors, primary screen, biochemical, human, purified enzyme. hit rate 0.61% among 60,000. inhibition, % at 8 µM. Mitogen-activated protein kinase 10 (Homo sapiens), P53779. HTS; in the data active = inhibition above about 17%;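 also: 0% = DMSO and 100% = reference inhibitor; many of its hits are not listed in these tables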
Cdc25B inh – inhibitors of Cdc25B phosphatase catalytic domain, primary screen, biochemical, OMFP fluorescence | M-phase inducer phosphatase 2 (Homo sapiens), P30305 | recombinant Cdc25B, OMFP fluorescence Ex485/Em525 | inhibition, %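 (compounds tested at 10 µM final in the well)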 | hit rate 0.1% among 65,000 | AID 368, 2006; in the data active = inhibition above about 50%
Target sequence (P30305 whole entry, looked up, the tested form may be a part): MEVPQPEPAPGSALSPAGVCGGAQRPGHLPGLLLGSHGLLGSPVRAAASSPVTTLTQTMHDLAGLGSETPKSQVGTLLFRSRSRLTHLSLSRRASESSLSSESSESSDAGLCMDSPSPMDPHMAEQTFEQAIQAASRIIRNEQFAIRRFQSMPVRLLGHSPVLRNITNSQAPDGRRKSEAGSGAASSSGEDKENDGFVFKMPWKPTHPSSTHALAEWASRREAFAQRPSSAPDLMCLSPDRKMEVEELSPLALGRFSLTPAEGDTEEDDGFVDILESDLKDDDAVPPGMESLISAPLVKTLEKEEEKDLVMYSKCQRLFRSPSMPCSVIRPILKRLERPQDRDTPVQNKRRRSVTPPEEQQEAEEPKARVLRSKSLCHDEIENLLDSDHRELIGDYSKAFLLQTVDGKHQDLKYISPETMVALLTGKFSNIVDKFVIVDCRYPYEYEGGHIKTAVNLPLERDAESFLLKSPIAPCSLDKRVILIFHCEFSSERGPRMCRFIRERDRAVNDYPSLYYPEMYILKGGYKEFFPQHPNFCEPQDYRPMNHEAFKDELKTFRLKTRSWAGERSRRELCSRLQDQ
Hsp90 block – tumor Hsp90 inhibitors, primary screen, cell lysate, fluorescence polarization, NCI-N417 lysate. hit rate 0.35% among 64,000. Heat shock protein HSP 90-alpha (Homo sapiens), P07900. AID 429, 2006. Cy3B-geldanamycin FP displacement. inhibition, % at 30 µM;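 active = inhibition above 50%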;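 also: 0% = tracer plus lysate wells and 100% = tracer alone without lysate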
DUSP1 inh – MKP-1 phosphatase inhibitors, primary screen, biochemical, in vitro. inhibition, %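 (compounds tested at a single concentration somewhere between 10 and 100 µM)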. recombinant MKP-1, OMFP hydrolysis fluorescence. AID 374, 2006. hit rate 0.15% among 65,000. Dual specificity protein phosphatase 1 (Homo sapiens), P28562;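 active = inhibition above about 50%, limit read from the data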;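 also: 0% = DMSO max control wells and 100% = wells with enzyme stopped by NaOH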
Target sequence (P28562 whole entry, looked up): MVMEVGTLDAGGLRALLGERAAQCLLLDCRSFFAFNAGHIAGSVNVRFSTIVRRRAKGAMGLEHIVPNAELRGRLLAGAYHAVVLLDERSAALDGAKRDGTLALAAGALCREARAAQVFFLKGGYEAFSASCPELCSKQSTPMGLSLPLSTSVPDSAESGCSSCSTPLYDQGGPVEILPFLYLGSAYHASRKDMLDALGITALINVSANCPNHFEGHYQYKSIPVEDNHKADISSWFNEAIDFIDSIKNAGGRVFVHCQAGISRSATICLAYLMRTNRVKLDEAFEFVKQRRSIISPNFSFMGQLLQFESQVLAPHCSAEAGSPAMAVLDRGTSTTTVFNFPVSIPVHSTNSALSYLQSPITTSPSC
A340 absorber – compound light absorbance at 340 nm, profiling panel, artefact control, biochemical, MLSMR library, data from PS, PMK, MK assays; fold change at 10 µM; 65,000 tested, under 10 active; compound absorbance at 340 nm, fold over control;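 active = at 10 µM dose, initial 340 nm absorbance at least 2 fold that of control wells; inactive = change under 2 fold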;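 also: initial absorbance extrapolated from kinetic A340 decline of NADH oxidation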
PKA kinase inh – inhibitors of human PKA kinase activity, primary screen, biochemical, ATP-depletion luminescence, Kemptide substrate. cAMP-dependent protein kinase catalytic subunit alpha (Homo sapiens), P17612. hit rate 0.1% among 65,000. inhibition, % at 6 µM. PKA Kemptide phosphorylation, Kinase-Glo ATP luminescence;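 active = inhibition above the screen-wide mean inhibition plus 3 SD, cut at about 21% in these data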; also: many of its hits are not listed in these tables
Fluor 339 460 – intrinsic fluorescence of library compounds, ex339/em460 – biochemical, MLSMR library, data from DPM-DC assay, artefact control, profiling panel. fluorescence fold increase at 10 µM. compound autofluorescence, ex339/em460 nm, NADH buffer; hits give high values; 1 = no-compound wells, NADH background. AID 709, 2007. hit rate 5.5% among 65,000;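 active = at 10 µM, mean starting fluorescence two-fold or more over control wells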;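 also: signal is the first read of a kinetic run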
ROCK2 blocker – inhibitors of human ROCK2 kinase, primary screen, biochemical, high-throughput, luminescence. Rho-associated protein kinase 2 (Homo sapiens), O75116. purified ROCK2, Kinase-Glo ATP depletion luminescence. inhibition, % at 6 µM. hit rate 0.35% among 60,000;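 active = inhibition above the screen-wide mean inhibition plus 3 SD, cut at about 18% in these data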;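 also: plate controls were DMSO wells for no effect and Y-27632 control wells after no-enzyme background subtraction for full effect; many of its hits are not listed in these tables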
An asterisk follows results filed as active; nt = no result given.

SMILES	Her2 expr inh	JNK3 inh	Cdc25B inh	Hsp90 block	DUSP1 inh	A340 absorber	PKA kinase inh	Fluor 339 460	ROCK2 blocker
Cc1cc2ncn(C(=O)N3CCCCC3)c2cc1C	98.5	1.5	2.9	-0.8	-8.0	1.03	6.6	1.12	-0.4
Cc1nc(NCc2ccccn2)c2ccccc2n1	80.1	7.6	-5.2	-2.2	-7.5	1	7.4	1.04	-4.5
CC1(C)NC(=O)N(CC(O)COc2cccc(F)c2)C1=O (stereo not drawn)	97.2	4.1	-10.6	-1.4	3.9	0.98	4.5	1.04	3.6
COc1ccc(CN2C(=O)CCC2(C)C(=O)NCc2cccnc2)c(OC)c1 (stereo not drawn)	112.9	3.3	0.5	-4.0	10.1	0.97	-4.2	1.06	-3.7
O=S(=O)(c1ccc(Cl)c(F)c1)N1CCC(c2nc(-c3ccncc3)no2)CC1	130.7	-1.2	0.7	-2.8	-9.8	1	6.3	1.02	2.7
O=C1COc2ccc(C(=O)COC(=O)Cn3cnc4ccccc43)cc2N1	80.9	-8.7	1.0	-2.2	3.0	1.02	4.0	1.14	2.7
Oc1c(CN2CCCCC2)cc(COCc2ccccc2)c2cccnc12	54.0	1.9	-2.4	1.3	5.8	0.99	3.2	1.26	4.0
Cc1ccccc1OCC(=O)Nc1ccccc1N1CCCCC1	113.7	9.0	-20.4	0.2	24.5	1	5.5	1.03	-5.8
CCCS(=O)(=O)N1CCCC(c2nc(-c3cccc(OC)c3)no2)C1 (stereo not drawn)	140.8	-5.9	-11.9	-3.4	-20.4	1.02	-0.3	1.06	-0.1
CCCCCCNc1cc2n(c(=O)n1)CCc1cc(OC)c(OC)cc1-2	100.8	0.7	5.6	41.4	-6.3	1.13	3.5	3.36*	-1.5
CC(C)CCNC(=O)C1CCN(C(=O)N(C)C)CC1	120.2	-1.0	-6.2	-0.6	-2.5	1.02	6.8	1.02	8.0
O=C(O)C1CC(=O)N(Cc2ccc3c(c2)OCO3)C1 (stereo not drawn)	77.0	10.7	-3.4	-8.3	2.0	1.03	6.0	1.06	5.7
CCOC(=O)c1sc(NC(C)=O)cc1C	99.9	2.4	4.2	1.5	1.6	1.03	11.7	1.06	3.7
CCC(=O)N(Cc1cc2cc(OC)ccc2[nH]c1=O)c1ccc(C)cc1C	80.2	5.2	-2.9	1.0	7.1	1.03	1.1	3.09*	1.8
N#CC(C(=O)OCc1ccccc1)c1nc2ccccc2nc1N1CCOCC1 (stereo not drawn)	135.4	-3.9	-9.0	-11.2	-3.2	1.01	3.3	1.07	-0.1
C/C=C(/C(=C/C)c1ccc(O)cc1)c1ccc(O)cc1	100.3	-1.8	-8.7	7.9	-13.5	0.97	1.1	1	5.6
Cc1nc(C)c(C(=O)C2=C(O)C(=O)N(CCN(C)C)C2c2cccs2)s1 (stereo not drawn)	127.5	7.4	-2.9	-15.3	-13.7	1.11	0.9	0.95	-0.1
O=C1C(C=NCC2CCCO2)=C(O)c2ccccc21 (stereo not drawn)	97.6	3.4	3.6	-5.0	7.0	1.12	-0.8	1.09	2.5
COc1ccc(C(c2nnnn2CCc2ccccc2)N2CCN(C3CCCC3)CC2)cc1OC (stereo not drawn)	101.6	-1.3	-8.8	0.7	-8.0	0.99	10.2	1.1	6.0
CCCC12CN3CC(C)(CN(C1)C3c1ccc(OC(C)C)cc1)C2=O (stereo not drawn)	113.2	-2.8	4.0	4.7	-7.5	1.02	8.8	1.13	-0.3
Cn1c(C(=O)NCCN2CCCCCC2)cc2c(=O)n(C)c3ccccc3c21	91.9	7.4	-10.6	-4.9	7.1	1.09	1.9	1.7	-1.7
O=c1[nH]c(CSc2nnc(-c3ccco3)n2-c2ccccc2)nc2sc3c(c12)CCC3	98.1	-0.8	6.3	-1.9	26.5	1.05	0.9	1.11	2.2
COc1cc(OC)cc(C(=O)Nc2ccc3c(c2)COC3=O)c1	114.8	-2.5	-10.5	-3.5	9.7	1.06	-3.6	1.12	-4.7
CCSc1ncnc2c1oc1ccccc12	71.6	-3.5	8.2	-1.4	18.7	1.05	3.0	1.07	0.9
Cc1c(C(=O)NCC2CCCO2)oc2ccc(S(=O)(=O)N3CCCCC3)cc12 (stereo not drawn)	120.8	4.3	-13.9	-4.3	6.1	1.03	6.9	1.08	3.4
CC(C)CC(=O)NC1(C(F)(F)F)C(=O)Nc2c1c(=O)n(C)c(=O)n2C (stereo not drawn)	104.2	-2.4	-7.1	-1.3	7.1	1.07	4.5	1.13	5.9
CCOc1ccccc1C(=O)NCCCN1CCN(CCCNC(=O)c2ccccc2OCC)CC1	121.7	-1.6	3.8	-3.6	-5.6	1.03	13.8	1.1	2.1
Cc1ccc(Cl)cc1N1CCN(C(=O)CCC(=O)O)CC1	nt	nt	-4.6	nt	8.4	1.03	-0.3	1.08	nt
O=C(Cn1cc(C(=O)C2CC2)c2ccccc21)NCC1CCCO1 (stereo not drawn)	115.7	2.9	2.8	-9.5	-9.4	0.99	-3.9	1.01	1.7
COc1ccc(-n2c(Cc3cccn3C)nnc2SCC(=O)NCc2ccccc2Cl)cc1	105.6	5.1	-8.9	-4.9	10.7	1.02	4.6	1.12	2.5

Full records from above. Screens in order: Her2 expr inh	JNK3 inh	Cdc25B inh	Hsp90 block	DUSP1 inh	A340 absorber	PKA kinase inh	Fluor 339 460	ROCK2 blocker
`Cc1ccc(Cl)cc1N1CCN(C(=O)CCC(=O)O)CC1` as listed: nt	nt	-4.6	nt	8.4	1.03	-0.3	1.08	nt
`Cn1c(C(=O)NCCN2CCCCCC2)cc2c(=O)n(C)c3ccccc3c21` as listed: 91.9	7.4	-10.6	-4.9	7.1	1.09	1.9	1.7	-1.7
`O=c1[nH]c(CSc2nnc(-c3ccco3)n2-c2ccccc2)nc2sc3c(c12)CCC3` as listed: 98.1	-0.8	6.3	-1.9	26.5	1.05	0.9	1.11	2.2

More compounds follow.
SMILES	Her2 expr inh	JNK3 inh	Cdc25B inh	Hsp90 block	DUSP1 inh	A340 absorber	PKA kinase inh	Fluor 339 460	ROCK2 blocker
O=C(c1ccco1)N1CCN(C(=O)C2CCN(S(=O)(=O)c3cnc[nH]3)CC2)CC1	208.4	-0.2	-3.9	1.4	-0.1	0.97	4.1	1.09	3.0
Cc1cnn(-c2nc(-c3cccs3)cc(C(F)(F)F)n2)c1	87.0	3.4	4.0	0.6	30.2	1.15	-3.9	1.31	-1.9
CCOC(=O)CN1C(=O)C(O)(CC(=O)c2ccccn2)c2ccccc21 (stereo not drawn)	77.8	-1.2	-6.0	-5.0	-1.1	1.04	10.4	1.04	5.0
O=c1[nH]nnc2sc3c(c12)CCCC3	85.4	nt	-3.1	-5.9	0.6	1.05	1.9	1.09	nt
Cc1cc(C)nc(-n2nc(C)c(C3(O)C(=O)Nc4ccccc43)c2N)n1 (stereo not drawn)	114.9	nt	-7.6	nt	8.8	1.08	7.8	1.08	nt
CCCn1nnnc1SCC(=O)N1CCOCC1	88.9	1.0	2.7	-4.2	-11.5	1.02	3.1	1.08	4.0
Cc1cc(C)n2nc(C(=O)OCCOc3ccc(Br)cc3)nc2n1	106.2	4.8	-4.9	-1.7	10.6	1	-3.3	1.03	-3.2
O=C(COC(=O)c1ccco1)NC1CCCCC1	107.7	4.1	-11.0	0.2	0.9	1.02	10.9	1.02	-0.8
CCOC(=O)C1CCCN(CC(=O)NC2CC2)C1 (stereo not drawn)	97.4	-0.2	-11.3	0.8	7.2	0.99	5.8	0.99	5.8
NS(=O)(=O)c1ccc(CCNC(=O)Nc2ccc(Cl)cc2)cc1	74.1	-4.2	-16.9	-2.5	1.8	1.04	9.3	1.09	6.8
Cc1onc(-c2ccccc2)c1C(=O)NCCN1CCOCC1	65.0	-1.8	5.9	-2.1	5.5	1	8.8	1.02	5.3
CCOC(=O)Cc1csc2nc3sc(C)c(C)c3c(=O)n12	109.5	3.4	-7.9	-2.1	20.9	1.18	-0.6	1.6	2.3
CCOc1cccc(C(=O)N(Cc2ccco2)C2CCS(=O)(=O)C2)c1 (stereo not drawn)	127.7	1.2	-3.4	-3.7	3.1	0.99	7.2	1.08	6.6
Cc1cc(C)c2nc(N)sc2c1	87.7	0.5	-1.4	1.2	-12.4	0.98	1.1	1	3.1
COc1ccccc1C(=O)n1nc(C)cc1C	94.5	1.1	-3.2	-4.0	7.6	1.04	4.6	1.07	-0.3
NC(=O)c1c(NC(=O)CN2CCOCC2)sc2c1CCC2	169.9	7.6	-19.1	-6.1	-5.1	1.06	12.2	1.21	5.5
CCC(C)NC(=O)C1CCC(=O)N(c2ccc3c(c2)OCO3)C1c1ccc(OC)cc1 (stereo not drawn)	75.9	-4.1	2.5	-3.1	12.6	1.02	-9.4	1.06	1.5
CCC(NS(=O)(=O)c1ccc(C)cc1)C(=O)O (stereo not drawn)	96.4	nt	-7.4	-1.8	1.7	0.98	-0.9	1.06	nt
CN(CCNC(=O)c1cn(C)c2ccc(S(=O)(=O)N(C)C)cc2c1=O)CCc1ccccc1	82.1	3.1	-9.3	-3.4	0.7	1.09	2.8	1.08	5.7
Cc1[nH]c(=S)n(CC2CCCO2)c1C (stereo not drawn)	109.4	4.7	-7.4	5.9	-2.8	1.03	7.2	1.12	-9.9
O=S(=O)(c1ccc2c(c1)nc(COc1ccc(Cl)cc1)n2CC1CCCO1)N1CCOCC1 (stereo not drawn)	67.0	-3.9	-1.5	-7.5	11.3	1.03	4.3	1.06	1.1
CSCCC(NC(=O)c1ccc(C)o1)C(=O)O (stereo not drawn)	45.9	6.4	5.9	-2.3	-16.6	1.03	-1.6	1.14	-1.2
O=C(C1CCCN(S(=O)(=O)c2cccnc2)C1)N1CCN(c2ccccn2)CC1 (stereo not drawn)	88.4	-2.0	-0.5	-2.5	-3.6	0.98	0.8	1.09	2.4
COc1ccc(Cn2nnnc2C(c2cccnc2)N2CCN(c3ccc(O)cc3)CC2)cc1 (stereo not drawn)	109.5	-10.6	-11.2	5.6	6.8	1.01	4.1	1.02	-4.4
CCC(=O)N1CCN(c2ccc(NC(=O)c3ccc4c(c3)OCO4)cc2)CC1	134.2	-7.0	1.4	3.4	0.9	1.02	5.8	1.07	4.4
COc1cc2ccccc2cc1C(=O)Nc1cccnc1	112.1	0.8	-0.2	-1.7	-4.4	1.06	-4.0	1.3	0.0
CCCNS(=O)(=O)c1ccc(OCC(=O)NCCCOC)cc1	246.8	-4.3	-0.9	-4.6	13.9	1.04	-2.4	1.12	-0.6
CC(C)Cn1nc(NS(=O)(=O)c2ccccc2)c2cc3ccccc3nc21	76.2	-10.9	8.8	-1.9	9.6	1	-5.1	1.16	-12.2
Cc1oc2cc(O)ccc2c(=O)c1N1C(=O)c2ccccc2C1=O	82.2	0.5	-10.7	-1.9	8.4	1.14	6.0	1.79	3.3
O=C(Nc1nccs1)C1CCN(S(=O)(=O)c2ccc3c(c2)OCCCO3)CC1	103.1	6.9	-10.3	-2.4	-3.4	0.99	3.4	1.08	5.0
COC(=O)CSc1nnc(C)c(=O)[nH]1	117.3	4.7	0.0	-3.7	-16.7	1.01	4.7	1.07	6.7
c1ccc(Cn2nnnc2C(c2cccs2)N2CCSCC2)cc1 (stereo not drawn)	103.5	-6.7	-7.7	-0.9	-14.0	0.98	9.7	1	3.8
Cc1cc(C(=O)COc2ccc(-c3nnco3)cc2)c(C)n1Cc1ccccc1	45.5	nt	-12.4	-9.0	31.9	1.04	5.9	1.14	nt

Assay outcomes from PubChem.

Some of the compounds tested (hit frequency here may not be typical).
